# ARFGAP1 inh = inhibitors of rat ARFGAP1 GAP activity, primary screen, biochemical, fluorescence polarization, GDP tracer | actives 0.26% (n = 360,000) | ADP-ribosylation factor GTPase-activating protein 1 (Rattus norvegicus), Q62848 | inhibition, % at 16.5 µM | Arfgap1-stimulated ARF1 GTP hydrolysis, GDP FP detection | AID 651572, 2012;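 active means inhibition above a per-plate limit, mean inhibition of low control wells plus 3 SD, cut at about 25% in these data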;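 further: 0% = DMSO wells with enzyme and 100% = wells lacking Arfgap1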
#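 material = rat Arfgap1 catalytic domain, aa 1-136 | also added = human ARF1(Δ1-17)-GTP substrate | compound dosing = one concentration, 16.5 µM, DMSO 1.26% | times = GTP hydrolysis reaction 2 h at 25 °C | measured by = FP, GDP Alexa 633 tracer displaced from anti-GDP antibody, 620/688 nm | evaluation = percent inhibition of Arfgap1-stimulated GTP hydrolysis | replication = single well per compound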
# Rev-erbA mod = modulators of Rev-erb alpha DNA binding, primary screen, biochemical, FITC-DNA, fluorescence polarization, uHTS; Rev-erbα–FITC-DNA binding, 90 min; activity, % at 10 µM; actives 0.79% (n = 370,000); AID 1259318, 2017;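 active means activity above about 14%, limit read from the data; passing the limit was not always enough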;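 further: 0% = DMSO wells with 35 nM protein and 100% = DMSO wells with 750 nM protein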
# GC-A act = GC-A stimulated cGMP production enhancers – HEK293 GC-A cells, cGMP TR-FRET, EC30 ANP, primary screen; 0% at EC30 ANP, 100% saturating ANP; activation, % at 10 µM; actives 0.14% (n = 370,000); in the data active means activation above about 40%
# Target sequence (P16066 whole entry, looked up): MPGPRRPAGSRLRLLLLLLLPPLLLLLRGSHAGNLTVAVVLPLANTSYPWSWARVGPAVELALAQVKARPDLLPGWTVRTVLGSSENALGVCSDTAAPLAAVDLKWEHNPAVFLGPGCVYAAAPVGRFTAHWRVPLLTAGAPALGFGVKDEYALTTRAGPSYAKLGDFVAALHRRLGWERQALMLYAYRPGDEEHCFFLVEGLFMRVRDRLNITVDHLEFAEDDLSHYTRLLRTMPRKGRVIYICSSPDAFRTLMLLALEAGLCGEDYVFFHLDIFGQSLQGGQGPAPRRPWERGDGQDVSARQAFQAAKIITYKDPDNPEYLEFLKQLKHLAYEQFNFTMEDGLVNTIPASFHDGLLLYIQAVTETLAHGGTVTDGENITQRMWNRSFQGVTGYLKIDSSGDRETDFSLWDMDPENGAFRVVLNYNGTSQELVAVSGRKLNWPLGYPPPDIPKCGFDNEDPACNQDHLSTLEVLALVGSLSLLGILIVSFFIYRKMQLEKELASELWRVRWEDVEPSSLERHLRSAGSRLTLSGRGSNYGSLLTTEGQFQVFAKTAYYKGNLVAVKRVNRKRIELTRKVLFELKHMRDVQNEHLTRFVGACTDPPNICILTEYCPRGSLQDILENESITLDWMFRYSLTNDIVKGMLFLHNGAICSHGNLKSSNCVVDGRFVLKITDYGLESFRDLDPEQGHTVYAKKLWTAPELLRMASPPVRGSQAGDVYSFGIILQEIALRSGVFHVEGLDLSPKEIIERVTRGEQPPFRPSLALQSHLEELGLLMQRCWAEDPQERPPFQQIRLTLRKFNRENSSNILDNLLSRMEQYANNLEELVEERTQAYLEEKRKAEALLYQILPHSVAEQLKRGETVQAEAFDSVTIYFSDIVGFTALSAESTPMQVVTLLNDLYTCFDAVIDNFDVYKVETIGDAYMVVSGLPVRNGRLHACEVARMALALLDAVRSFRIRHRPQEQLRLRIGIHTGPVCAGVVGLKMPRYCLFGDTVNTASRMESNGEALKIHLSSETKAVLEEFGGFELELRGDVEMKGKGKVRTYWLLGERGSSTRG
# SMARCA2 activ = SMARCA2 (BRM) function activators, primary screen, cell-based, luminescence, high throughput; AID 652017, 2013; MG213 cells, MMTV-luciferase reporter, dexamethasone, overnight; actives 1% (n = 370,000); activation, % at 9.1 µM; in the data active means activation above about 7.8%;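 further: 0% = vehicle wells and 100% = reference activator wells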
# ASAP1 GAP inh = inhibitors of human ASAP1 ArfGAP activity, primary screen, biochemical, fluorescence polarization; Arf-GAP with SH3 domain, ANK repeat and PH domain-containing protein 1 (Homo sapiens), …; ASAP1-stimulated ARF1 GTP hydrolysis, GDP FP detection; inhibition, % at 16.5 µM; actives 0.19% (n = 360,000); in the data active means inhibition above about 25%;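 further: 0% = vehicle with enzyme and substrate and 100% = no enzyme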
# mABHD4 FP = ABHD4 inhibitors, primary screen, biochemical, fluorescence polarization, mouse. (Lyso)-N-acylphosphatidylethanolamine lipase (Mus musculus), Q8VD66. purified mABHD4, FP-Rh probe fluorescence polarization. inhibition, % at 8.92 µM. actives 0.54% (n = 370,000). AID 720543, 2013;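 active means inhibition exceeding the mean over every tested compound plus 3 SD, cut at about 30% in these data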;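 further: 0% = plate median of compound wells and 100% = S159A mutant with DMSO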
#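 system = mouse ABHD4 enzyme, wild type | medium = HEPES pH 7.0, NaCl, Pluronic buffer | also added = FP-Rh probe | incubation = Enzyme–compound pre-incubation 45 min, then probe 60 min, both 25 °C | technique = fluorescence polarization, excitation 525 nm, emission 598 nm, BODIPY TMR filters | controls = S159A mutant high control, sample median low control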
# GC-B act = human GC-B receptor activators, primary screen, HEK293 GC-B cells, cGMP TR-FRET, EC30 CNP. Atrial natriuretic peptide receptor 2 (Homo sapiens), P20594. 0% at EC30 CNP, 100% saturating CNP. activation, % at 10 µM. actives 0.11% (n = 370,000);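 active means activation at 10 µM reaching about 35% in either raw or pattern-adjusted values, limit read from the data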
# rCAG binder = binders of r(CAG) RNA repeats, primary screen, biochemical, fluorescence | r(CAG) RNA repeat, TO-PRO-1 dye displacement fluorescence | inhibition, % at 3 µM | actives 1.3% (n = 370,000) | AID 651821, 2012;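 active means inhibition above the plate cutoff, the mean of all test compounds on that plate plus 3 SD, cut at about 35% in these data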;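 further: 0% = DMSO alone and 100% = 100 µM mitoxantrone as full dye displacement; higher means more dye released from RNA so lower well fluorescence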
# HTRA1 inh = HTRA1 serine protease inhibitors, primary screen, biochemical, fluorescence polarization, HTS; recombinant HTRA1, FP-rhodamine activity-based probe; inhibition, % at 5.96 µM; actives 0.5% (n = 340,000); Q92743; in the data active means inhibition above about 36%;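 further: 0% = enzyme with DMSO and 100% = wells lacking enzyme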
# PG9 Ab binder = binders of HIV-1 gp120 antibody PG9, primary screen, biochemical, TR-FRET; HIV-1 gp120 / PG9 antibody interaction; actives 0.43% (n = 360,000); TR-FRET gp120-PG9 antibody binding; inhibition, % at 6.7 µM; in the data active means inhibition above about 8.5%
# * marks the source's active call; other numbers are inactive results; · = no result given.
# The first three compounds, to show the layout:
SMILES,ARFGAP1 inh,Rev-erbA mod,GC-A act,SMARCA2 activ,ASAP1 GAP inh,mABHD4 FP,GC-B act,rCAG binder,HTRA1 inh,PG9 Ab binder
Cc1nn(C)c(C)c1S(=O)(=O)NC1CCCC1,2,-5,1,0,2,6,2,2,1,0.2
C=CCNC(=O)c1csc(-c2ccccc2)n1,9,-5,2,0,-4,-3,2,-2,-1,-2.0
CC1CCCC(NC(=O)COC(=O)CCC(=O)c2ccc(F)cc2)C1C (centres undefined),-11,-8,-3,0,-18,-1,1,3,0,-2.8

# The whole of this part, repeating the preview:
SMILES,ARFGAP1 inh,Rev-erbA mod,GC-A act,SMARCA2 activ,ASAP1 GAP inh,mABHD4 FP,GC-B act,rCAG binder,HTRA1 inh,PG9 Ab binder
Cc1nn(C)c(C)c1S(=O)(=O)NC1CCCC1,2,-5,1,0,2,6,2,2,1,0.2
C=CCNC(=O)c1csc(-c2ccccc2)n1,9,-5,2,0,-4,-3,2,-2,-1,-2.0
CC1CCCC(NC(=O)COC(=O)CCC(=O)c2ccc(F)cc2)C1C (centres undefined),-11,-8,-3,0,-18,-1,1,3,0,-2.8
CCN1CCC(n2nccc2NC(=O)c2ccccc2Cl)CC1,0,-3,-1,0,-1,0,10,1,4,-1.5
Brc1cccc(OCCN2CCCCC2)c1,7,-3,0,3,9,9,5,6,1,-1.4
COc1ccccc1CCNC(=O)c1ccc(OC)c(OC2CCN(C(C)C)CC2)c1,3,4,2,1,10,4,2,-6,-2,-1.6
CC1CCN(C(=O)CNC(=O)c2cccc(OC(F)F)c2)CC1,6,0,0,4,-1,-1,3,-2,-4,0.6
Cc1nc(N2CCOCC2)c(C#N)c(C)c1Br,-1,1,-1,-4,1,-2,-1,-3,-3,4.7
CC1(Cc2ccc(OC(F)(F)F)cc2)C(=O)Nc2ccc(OC(F)(F)F)cc21 (centres undefined),-6,9,-12,-5,-4,-12,-5,-2,·,-0.1
OCCSc1c(F)c(SCCO)c(SCCO)c(F)c1SCCO,-8,0,-1,0,7,-5,2,0,3,-0.8
Cc1ccsc1C(=O)OC(C)C(=O)NC1CCCCC1C (centres undefined),7,3,-2,-3,-1,1,4,4,-5,0.7
CC(C)OC(=O)CSc1nnc(-c2ccc(C(C)(C)C)cc2)n1N,0,10,-1,-1,7,6,-4,-7,8,1.2

# Two entries from above, tab-delimited:
Structure	ARFGAP1 inh	Rev-erbA mod	GC-A act	SMARCA2 activ	ASAP1 GAP inh	mABHD4 FP	GC-B act	rCAG binder	HTRA1 inh	PG9 Ab binder
CC1CCCC(NC(=O)COC(=O)CCC(=O)c2ccc(F)cc2)C1C (centres undefined)	-11	-8	-3	0	-18	-1	1	3	0	-2.8
CCN1CCC(n2nccc2NC(=O)c2ccccc2Cl)CC1	0	-3	-1	0	-1	0	10	1	4	-1.5

# The listing continues.
SMILES,ARFGAP1 inh,Rev-erbA mod,GC-A act,SMARCA2 activ,ASAP1 GAP inh,mABHD4 FP,GC-B act,rCAG binder,HTRA1 inh,PG9 Ab binder
CC(=O)CC(=O)NC1CCc2ccccc21 (centres undefined),-7,0,2,-2,0,6,2,3,0,-1.4
CCCCN1C(=O)C(CC(=O)NCc2cccs2)CC(C(=O)N2CCOCC2)=C1C (centres undefined),-8,-3,3,-1,-12,2,5,0,2,1.2
COCCn1c(=NC(=O)c2ccc(S(=O)(=O)N3CCOCC3)cc2)sc2cc(S(N)(=O)=O)ccc21,-10,4,2,0,4,1,1,16,-13,-2.0
O=C(CSc1nnc(NC(=O)C2CC(=O)N(c3ccc(F)cc3)C2)s1)NCc1ccco1 (centres undefined),-2,0,-1,0,-6,7,1,17,-1,-2.4
COc1ccccc1C1SCCN1S(=O)(=O)c1cccc(C(F)(F)F)c1 (centres undefined),-4,4,0,-3,3,-6,0,-2,-27,-0.8
Cc1ccn2cc(CNS(=O)(=O)c3ccc(Cl)s3)nc2c1,8,5,0,1,0,14,2,6,2,1.0
Cc1oc(C(=O)O)cc1CSCc1ccoc1C(=O)O,7,7,8,1,-6,5,5,2,7,1.8
COC(=O)C1CN(Cc2cn(CCOC(C)=O)nn2)CCS(=O)(=O)N1Cc1ccc(Cl)cc1 (centres undefined),·,1,0,-2,·,1,6,3,·,·
COc1ccc(OCCC(=O)OCC(=O)Nc2cccc(S(=O)(=O)N3CCOCC3)c2)cc1,10,3,4,-3,16,3,-1,2,-7,0.6
O=C(COc1ccc(Cl)cc1)NCCC1=CCCCC1,19,2,4,6,11,-7,3,-7,-6,-2.2
CCOC(=O)CNC(=O)N1CCC(CCOc2ccccc2)(C(=O)OCC)CC1,0,7,-2,-1,2,-4,7,-9,-8,-2.5
CCC1CCC2(CC1)NC(=O)N(CC(=O)Nc1ccc(OC)c(Cl)c1)C2=O (centres undefined),11,-8,1,1,21,-4,1,2,-2,-1.1
COc1ccccc1NC(=O)N(C)C[C@H]1Oc2cc(Br)ccc2S(=O)(=O)N([C@H](C)CO)C[C@H]1C,-2,-6,-6,-2,0,1,-6,4,2,-1.1
CCc1ccccc1N(CC(=O)NC(C)C)C(=O)CCC(=O)Nc1nccs1,10,0,-4,-2,-2,1,-4,-3,6,-1.5
CCOC(=O)[C@H]1[C@H]2COc3ccc(Cl)cc3[C@@H]2N2C(=O)c3ccccc3NC(=O)[C@@]12C,13,-6,4,-1,-11,1,-3,7,-7,-1.0
O=C(Nc1cccc([N+](=O)[O-])c1)C1CCN(C(=O)Cc2ccccc2)CC1,6,0,0,1,-2,-2,-3,-1,-4,-1.8
COc1ccc(OCC(=O)NNC(=O)C2CCN(c3ncnc4sc(C)c(C)c34)CC2)cc1,6,2,-4,-3,-8,2,-7,5,-2,1.5
COC(=O)c1ccccc1CON1C(=O)C(C)(C)N(OCc2ccccc2C(=O)OC)C(=O)C1(C)C,-16,0,4,-1,-2,1,3,-10,-6,-0.5
O=C(O)Cn1nc(-c2ccccc2)ccc1=O,-16,-5,-2,0,-3,-7,-3,0,1,-0.1
CCOC(=O)c1nc(Nc2cccc(C)c2)c2ccccc2n1,4,-7,14,-1,-4,-2,14,-4,-5,0.7
S=C1NCN(C2CCCCC2)CN1c1ccccc1,9,-6,0,-3,-8,-6,1,0,1,-0.5
COc1ccc(CN2CCN(CCCc3ccccc3)C(CCO)C2)c(OC)c1 (centres undefined),5,1,2,-2,-7,-4,1,-10,0,-1.1
c1ccc(OCc2nc3ccccc3s2)cc1,7,-5,6,4,-2,0,-5,-4,-1,0.5
CCC(CO)Nc1cccc2c1S(=O)(=O)N(Cc1cn(Cc3ccc(Cl)cc3)nn1)Cc1ccccc1O2 (centres undefined),·,-8,-2,-5,·,-10,-6,5,·,·
CCCCOC(=O)Cn1cnc2ccc(Br)cc2c1=O,2,1,-4,1,0,-3,-1,2,0,-1.7
O=C(CSc1nc2sc3c(c2c(=O)[nH]1)CCC3)NCCO,5,-1,1,-3,11,3,6,2,4,0.2
O=C(NC1CC1)c1ccc(COc2ccc(F)cc2)o1,4,-5,8,0,-3,5,12,3,-5,1.4
CCOC(=O)c1ccc(NC(=O)c2c(N)n(Cc3ccccc3)c(=O)[nH]c2=O)cc1,-12,-2,2,-1,6,2,-6,-1,2,0.7
CC(C)c1nc2c(c(=O)c3ccccc3n2C)c(=O)n1-c1ccc(F)cc1,14,1,0,-2,-4,-13,4,0,-1,-0.1
CSc1nsc(SC)c1CO,-18,3,3,-2,-4,0,5,-1,8,-1.0
COCCn1c(C(C)C)nc2sc3ccccc3c(=O)c2c1=O,·,-4,5,·,·,·,1,·,6,·
CSc1nnc(C)c(=O)n1COC(=O)COc1ccccc1,-8,0,0,2,8,6,-1,-1,5,-1.3
COC(=O)C1CN(Cc2cn(CCOC(C)=O)nn2)CCS(=O)(=O)N1Cc1ccc(OC)cc1 (centres undefined),·,-5,-2,2,·,7,9,-1,·,·
CN(C)c1ccc(/C=N/NC(=S)NCc2ccccc2)cc1,-1,3,2,1,-2,8,-4,5,20,-2.3
COC(=O)c1c(-c2ccc(C)cc2)csc1NC(=S)NC(=O)c1ccc(F)cc1,16,5,3,-2,-9,8,7,4,0,0.7
COC(=O)CC1C(C(=O)OC)ON2OC(C(=O)OC)C(C(=O)OC)C12 (centres undefined),8,2,2,0,8,8,7,0,4,-2.4
CN(C)c1ccc(/C=C2/C[N+](C)(C)C/C(=C/c3ccc(N(C)C)cc3)C2=O)cc1,11,2,-22,-5,3,-119,-15,13,-29,-52
CCCCn1c(Cc2ccccc2)nnc1SCC(=O)Nc1cc(C)on1,-1,2,-7,0,-10,6,2,-8,-3,1.5
CC(=O)N1CCC(c2nc3ccccc3n2C(C)C(=O)NCc2ccccc2)CC1 (centres undefined),8,-4,3,-1,6,-1,1,2,·,-1.8
COC(=O)COc1ccc2oc(=O)cc(-c3cc4ccccc4o3)c2c1,16,-10,6,5,1,6,6,7,-15,-3.0
CCC(CC)NC(=O)c1cccc(Br)c1,-8,-4,-1,-1,-3,-3,-6,2,0,0.4
CC1CCc2sc3ncnc(N4CCN(C)CC4)c3c2C1 (centres undefined),-9,1,-1,-3,6,2,-11,-6,4,0.4
CC1CCCN(C(=O)C2CCN(c3nc(-c4ccccc4)nc4c3CCC4)CC2)C1 (centres undefined),-5,-1,-2,-1,-2,-9,0,-7,-3,-0.5
COc1ccc(/C=C/c2nc(S(=O)(=O)c3ccccc3)c(N(C)C)o2)cc1,13,7,-6,9.6*,-6,-5,2,2,3,-2.5
COc1ccccc1N1CCN(C2CCN(C(=O)c3cccs3)CC2)CC1,-14,0,6,3,0,18,6,-3,-4,-0.7
C[C@H](NC(=O)c1nc[nH]c1C(=O)NCC(=O)OCc1ccccc1)C(=O)OCc1ccccc1,6,2,3,1,8,-17,5,-5,-10,-0.1
Cc1ccc(S[C@@H](CCN2CC[C@H](C(C)(C)C)CCC2=O)c2ccccc2)cc1,-10,0,-5,-1,-10,8,3,-5,-41,-2.0
COc1ccc(N(C(=O)c2cnsn2)C(C(=O)NC2CCCCC2)c2ccncc2)cc1 (centres undefined),-8,-3,-6,2,2,7,-6,-2,4,-1.3
COc1ccc2c(c1)c(C(=O)CN1CCC3(CC1)OCCO3)c(C)n2C,0,-5,5,1,-11,-5,-8,2,0,-0.1
Cc1ccccc1-c1nc(Cc2ccc(Cl)cc2)no1,-6,2,-5,1,3,4,-10,-2,-10,1.9
Cc1c(Br)c([N+](=O)[O-])nn1C(C)C(=O)NCc1cccs1 (centres undefined),-3,1,2,-2,1,-16,1,-4,4,-2.0
O=C(COC(=O)c1ccc(Cl)cc1)NC(=O)NC1CCCC1,-8,0,2,-1,6,13,-1,-2,36,2.2

# Screens: PubChem, several laboratories
